D2 antag – HTS Assay for Allosteric Antagonists of the Human D2 Dopamine Receptor: Primary Screen for Antagonists. D(2) dopamine receptor (Homo sapiens), P14416. actives 2% (n = 340,000). HEK293 TREx D2 cells, calcium flux, dopamine EC80. inhibition, % at 10 µM; in the data active = inhibition above about 30%; also: 0% is about no effect
Target sequence (P14416 whole entry, looked up): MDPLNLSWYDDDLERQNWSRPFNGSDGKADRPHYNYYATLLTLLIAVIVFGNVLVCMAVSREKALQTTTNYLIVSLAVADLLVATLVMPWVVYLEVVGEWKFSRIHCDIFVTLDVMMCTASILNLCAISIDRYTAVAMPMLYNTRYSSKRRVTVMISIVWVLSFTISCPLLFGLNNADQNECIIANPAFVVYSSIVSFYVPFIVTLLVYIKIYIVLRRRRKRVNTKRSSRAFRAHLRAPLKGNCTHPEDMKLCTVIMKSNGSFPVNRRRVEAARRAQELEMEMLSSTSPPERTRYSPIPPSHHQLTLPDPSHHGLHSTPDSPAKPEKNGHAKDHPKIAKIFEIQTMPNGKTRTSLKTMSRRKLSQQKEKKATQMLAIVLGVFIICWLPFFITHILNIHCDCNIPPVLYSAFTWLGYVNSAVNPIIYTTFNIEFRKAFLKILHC
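HEK293 T-REx D2 cells, tet-induced, calcium dye no-wash. Cpd pintool add, 180 s kinetic, then EC80 DA, 180 s kinetic. Ca flux read.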
TRHR ag – qHTS for Small Molecule Agonists and Allosteric Enhancers of Human TRH Receptor: Primary Screen for Agonists. Thyrotropin-releasing hormone receptor (Homo sapiens), P34981. TRHR cells, calcium flux fluo-8, FDSS agonist mode. activation, % at 2 µM. actives 0.18% (n = 360,000); also: 0% is about no effect
Target sequence (P34981 whole entry, looked up): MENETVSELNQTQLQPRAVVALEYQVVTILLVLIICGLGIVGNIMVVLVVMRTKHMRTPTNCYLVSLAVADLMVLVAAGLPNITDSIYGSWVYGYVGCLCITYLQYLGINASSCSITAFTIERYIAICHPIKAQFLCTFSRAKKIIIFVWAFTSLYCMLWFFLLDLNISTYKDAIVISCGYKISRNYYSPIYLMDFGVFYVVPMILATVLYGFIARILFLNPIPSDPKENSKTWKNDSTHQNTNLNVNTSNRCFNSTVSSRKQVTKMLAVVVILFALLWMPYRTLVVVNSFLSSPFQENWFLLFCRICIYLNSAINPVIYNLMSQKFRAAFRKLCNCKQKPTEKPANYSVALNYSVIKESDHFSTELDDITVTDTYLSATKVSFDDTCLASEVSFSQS
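Read-out: compound-evoked intracellular calcium rise in TRHR cells, fluo-8 dye, kinetic FDSS fluorescence at 1 s/cycle following a 10-cycle baseline. Cells cultured overnight before dye loading (30 min–1.5 h, RT).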
D1 potentiator – Potentiators of Human D1 Dopamine Receptor: qHTS; HEK293 TREx D1 cells, calcium flux, dopamine EC20 potentiation; potentiation, % at 10 µM; actives 0.036% (n = 360,000); D(1A) dopamine receptor (Homo sapiens), P21728; in the data active = potentiation above about 30%; also: 0% is about no effect
D2 ag – HTS Assay for Allosteric Agonists of the Human D2 Dopamine Receptor: Primary Screen for Agonists | activation, % at 2 µM | D(2) dopamine receptor (Homo sapiens), P14416 | HEK293 T-REx D2 cells, calcium flux agonist mode | actives 0.53% (n = 340,000);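 active = activation over 3 SD above normal in the single-dose calcium agonist read, cut at about 30% in these data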; also: 0% is about no effect
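Agonism scored from kinetic calcium signal (1 read/sec, 180 s) following compound pin transfer, after a 10 s baseline. Cells: HEK293 Trex line expressing inducible D2 receptor coupled to calcium, dye-loaded after overnight culture at 30 C.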
D2 potentiator – HTS Assay for Positive Allosteric Modulators of the Human D2 Dopamine Receptor: Primary Screen for Potentiators. D(2) dopamine receptor (Homo sapiens), P14416. HEK293 T-REx D2, calcium flux, EC20 dopamine potentiation. actives 0.34% (n = 340,000). potentiation, % at 10 µM;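 active = potentiation over 3 SD above the plate norm, cut at about 30% in these data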; also: 0% is about no effect
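Cells plated with tetracycline inducer and held overnight at 30 C; calcium dye loaded 30–90 min at room temperature; baseline taken, compound added and read 180 s; EC20 dopamine then added and read 180 s.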
TRHR enhancer – qHTS for Small Molecule Agonists and Allosteric Enhancers of Human TRH Receptor: Primary Screen for Enhancers. TRHR cells, fluo-8 calcium fluorescence, EC20 TRH enhancement. enhancement, % at 2 µM. actives 0.66% (n = 360,000). AID 493056, 2011; in the data active = enhancement above about 30%; also: 0% is about no effect
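Enhancer read-out: after compound pinning and an initial kinetic agonist-mode read, an EC20 of TRH (10 nM final) was injected and fluo-8 calcium signal (Ex 480/Em 530) followed at 1 s/cycle for 100 cycles in TRHR-expressing cells.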
D1 antagonist – Antagonist of Human D 1 Dopamine Receptor: qHTS. HEK293 TREx D1 cells, calcium flux, dopamine EC80; active compounds read low. AID 504652, 2011. D(1A) dopamine receptor (Homo sapiens), P21728. activity change, negative = inhibition, % at 10 µM. actives 3.2% (n = 360,000); in the data active = activity change below about -30%; also: % is scaled to controls: 0 for no effect and ±100 for the full control effect
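Tetracycline-induced HEK293 Trex D1 cells, force-coupled to calcium, dye-loaded; compounds added and read 180 s, then EC80 dopamine added and calcium flux tracked kinetically another 180 s.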
RXFP1 antag – qHTS Assay for Antagonists of the Relaxin Receptor RXFP1 | activity change, negative = inhibition, % at 57.5 µM | HEK293-RXFP1, relaxin-stimulated cAMP HTRF, 30 min; active compounds read low | actives 0.59% (n = 350,000);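 active = activity change of -60% or lower, but not beyond a set lower limit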; also: % is scaled to controls: 0 for no effect and ±100 for the full control effect
D1 agonist – Allosteric Agonists of the Human D1 Dopamine Receptor: qHTS | activation, % at 2 µM | AID 504660, 2011 | actives 1% (n = 360,000) | D(1A) dopamine receptor (Homo sapiens), P21728 | HEK293 T-REx D1 cells, calcium flux, agonist mode; also: 0% is about no effect
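Inducible HEK293 T-REx D1 cells, force-coupled to calcium signalling, were plated at 4000 cells/well with tetracycline and held overnight at 30 C. After no-wash calcium dye loading, compound-evoked calcium rise over 180 s flagged agonists.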
The depositor's hits bear a star; · = not tested or not shown; & = joins results of further samples; ! = a repeat was not active. Rule as the data show it, unless noted: active = activation above about 30%; inactive = the rest.

SMILES	D2 antag	TRHR ag	D1 potentiator	D2 ag	D2 potentiator	TRHR enhancer	D1 antagonist	RXFP1 antag	D1 agonist
COc1ccc(N(CC(=O)NCCSCc2c(F)cccc2Cl)S(C)(=O)=O)cc1OC	-6.4	-0.9	-4.8	-0.1	-3.0	3.5	-10.1	-3.6	-0.8
CN(C)c1nc2c(c(=O)[nH]c(=O)n2C)n1Cc1ccccc1Br	-10.0	-0.5	-1.4	0.3	-5.0	-1.4	-10.8	14.5	1.2
CCOC(=O)c1cc(C)nc(S(C)(=O)=O)c1C#N	5.9	0.6	-0.2	0.8	10.7	-1.9	-27.4	-5.0	0.4
CCCS(=O)(=O)Nc1cccc(-c2cn3ccsc3n2)c1	·	0.5	-3.1	·	10.0	2.8	-4.7	·	2.2
CCCOc1cc(C)c(Cl)cc1S(=O)(=O)N(CC)CC	7.3	-0.2	-3.5	-0.9	3.0	0.5	6.9	-10.5	3.7
COc1ccc2oc(C(=O)NN3C(C)CCCC3C)c(C)c2c1 (stereo not drawn)	22.3	-0.7	-2.4	-1.6	-4.4	8.4	7.5	-8.9	1.4
O=C(O)c1cc(/C=C/c2ccc(N3CCOCC3)c([N+](=O)[O-])c2)nc2ccccc12	-5.6	0.8	-8.4	1.3	-1.5	-1.3	-6.1	5.9	0.4
Cc1ccc(OCCCC(=O)Nc2nc3ccccc3[nH]2)cc1	-12.2	-0.2	10.6	0.3	10.7	0.6	-4.1	-2.7	-0.5
COc1ccc(Cn2c(=O)c3cccnc3n(CC(=O)Nc3c(C)cc(C)cc3C)c2=O)cc1	·	-0.3	-6.5	-0.2	-6.0	-1.7	-10.5	·	0.5
COc1cc2cc(CN(CCc3cccc(C)c3)C(=S)NCCCN(C)C)c(=O)[nH]c2cc1OC	8.8	0.2	-7.2	1.0	-17.0	-5.6	11.3	-19.7	3.3
Cc1nc2nc(-c3ccc(Cl)cc3)cn2nc1C	10.6	0.3	-6.0	0.3	-5.6	0.3	6.6	3.0	-3.0
COc1ccc(C)c2sc(N(Cc3cccnc3)C(=O)c3cccs3)nc12	·	-0.5	2.5	1.3	-1.9	-3.6	·	-10.7	-2.5
COc1ccc(NCc2ccc(OC)c(OC)c2)cc1	-12.6	0.5	6.8	1.9	8.3	3.8	6.2	·	2.0
Cc1ccc(C)c(NC(=O)C2CC=CCC2C(=O)O)c1 (stereo not drawn)	-4.3	0.0	1.8	-0.5	0.0	4.7	9.6	-2.5	3.2
COC(=O)Nc1nn(-c2ccc(Cl)cc2)c(=O)c(C#N)c1C	12.9	-0.3	-7.0	-1.3	15.0	-0.4	-3.6	6.8	1.4
COCCOc1ccc(C(F)(F)F)cc1N	16.1	-0.8	1.1	-0.3	10.8	1.6	5.6	4.2	3.0
Cc1ccc(NC(=O)COC(=O)C2C3CC4OC(=O)C2C4C3)cc1Cl (stereo not drawn)	13.1	0.2	-3.1	-0.2	-0.3	0.3	9.0	6.3	4.4
CCN(C(=O)c1cn(C)c(=O)c2ccccc12)c1cccc(C)c1	·	-0.3	1.1	0.7	15.1	1.3	-16.4	1.1	-2.9
COCCn1nnnc1CN(Cc1ccco1)Cc1cc2cc3c(cc2[nH]c1=O)OCO3	-7.5	0.6	-0.8	-0.7	-8.7	0.7	5.8	-16.8	2.1
CC1(C)Cc2ccccc2C(N)=C1C#N	-16.5	-0.1	-1.5	-0.1	-4.7	-2.7	4.0	-9.6	1.8

Single records, from the list above.
Profile of COc1ccc(NCc2ccc(OC)c(OC)c2)cc1 : D2 antag = -12.6; TRHR ag = 0.5; D1 potentiator = 6.8; D2 ag = 1.9; D2 potentiator = 8.3; TRHR enhancer = 3.8; D1 antagonist = 6.2; RXFP1 antag = ·; D1 agonist = 2.0
Profile of COCCn1nnnc1CN(Cc1ccco1)Cc1cc2cc3c(cc2[nH]c1=O)OCO3 : D2 antag = -7.5; TRHR ag = 0.6; D1 potentiator = -0.8; D2 ag = -0.7; D2 potentiator = -8.7; TRHR enhancer = 0.7; D1 antagonist = 5.8; RXFP1 antag = -16.8; D1 agonist = 2.1
Profile of Cc1nc2nc(-c3ccc(Cl)cc3)cn2nc1C : D2 antag = 10.6; TRHR ag = 0.3; D1 potentiator = -6.0; D2 ag = 0.3; D2 potentiator = -5.6; TRHR enhancer = 0.3; D1 antagonist = 6.6; RXFP1 antag = 3.0; D1 agonist = -3.0

Going on with the list:
SMILES	D2 antag	TRHR ag	D1 potentiator	D2 ag	D2 potentiator	TRHR enhancer	D1 antagonist	RXFP1 antag	D1 agonist
CC(=O)N1CCOc2ccc(S(=O)(=O)N(C)c3cccc(C)c3)cc21	20.1	-0.3	1.2	2.1	-9.7	-13.3	-13.9	5.2	5.3
COc1ccc(Cl)cc1NC(=O)NCC1CCN(Cc2ccccc2F)CC1	24.8	-0.2&2.1	-5.6&-3.3	-0.6&0.7	-29.4	-4.0&1.0	4.4&-11.9	4.5&-19.5	14.9&19.6
COC(=O)c1ccccc1NC(=O)Cn1ncc2c(C)n(Cc3ccc(F)cc3)c(C)c2c1=O	·	0.9	-2.9	0.1	0.7	-3.5	-70.7*	-15.2	2.7
CC(C)SC1=NC(C)(C)C=C(/C=C/c2c(Cl)cccc2Cl)N1	-7.3	-0.1	1.8	-0.6	12.1	4.6	16.4	-34.0	1.1
O=C(CCc1ccccc1)NNC(=O)c1ccco1	-2.5	-0.1	-1.6	2.3	15.4	-3.2	27.0	-2.8	5.1
Cc1ccc(/C=C/c2onc(C)c2S(=O)(=O)N2CCC(C(=O)N3CCN(C)CC3)CC2)cc1	21.1	1.4	-5.7	0.6	-7.6	-1.2	-28.9	-17.2	18.1
O=C(c1cnn2c(C(F)(F)F)cc(-c3ccccc3)nc12)N1CCOCC1	-5.4	-0.6	-5.3	-0.9	-10.9	-6.9	25.0	22.6	6.6
O=C(NCc1cccc(Cl)c1)c1cnn2c1NC(c1ccco1)CC2C(F)(F)F (stereo not drawn)	-19.7	-0.2	-1.9	0.6	1.7	4.2	8.5	-9.2	2.3
Cc1ccccc1NC(=O)NNC(=O)OC(C)(C)C	-21.7	0.1	2.2	1.3	5.4	0.5	4.8	-10.9	0.7
Cn1c(=O)c2c(nc(CN3CCc4ccccc4C3)n2Cc2ccccc2F)n(C)c1=O	-13.1	0.1	-14.0	-1.0	7.6	4.6	3.6	-0.9	7.1
Cc1ccc(C)c(NC(=O)CSc2nnc(Cc3cccn3C)n2-c2ccc(F)cc2)c1	11.3	0.1	4.1	-1.1	-30.0	-0.8	6.0	-8.1	-0.8
COc1ccc(OCc2cc(C(=O)NCc3nc(C)cs3)no2)c(Cl)c1	-23.1	1.8	8.4	1.1	6.1	16.6	-35.1*	-7.0	16.7
c1ccc(OCCSc2nnc3sc4ccccc4n23)cc1	4.7	-0.8	-4.9	-1.4	-5.7	2.2	-10.0	-12.2	-0.7
O=C(CCc1ccccn1)N1CCCC(Nc2cccc(F)c2)C1 (stereo not drawn)	8.9	1.2	-3.9	0.2	-0.5	-0.2	11.4	13.3	4.2
CC(=O)Nc1ccc2nc(SCCOc3cc(C)cc(C)c3)sc2c1	·	0.7	-1.6	-2.2	14.8	-3.5	-35.7*	·	8.5
Nc1nc(-c2ccco2)nn1C(=O)c1ccc([N+](=O)[O-])cc1	-5.6	0.2	-1.6	0.7	6.5	10.1	0.8	-14.3	2.9
O=C(Cn1c(=O)nc(-c2ccccc2)c2ccccc21)Nc1ccc(Cl)cc1F	·	-1.2	1.8	0.0	6.8	13.6	14.0	·	-2.4
Cc1oc2ccc(O)cc2c1C(=O)c1ccc(Cl)cc1	8.0	0.8	0.1	-0.3	-3.3	0.2	-3.1	11.9	2.1
CCOC(=O)CSCC(=O)N1N=C(c2cccs2)CC1c1ccc(F)cc1 (stereo not drawn)	-4.0	3.7	-5.8	1.4	-9.3	8.0	-11.8	-8.8	7.0
CCCCOc1ccc(CSc2ncn[nH]2)cc1	10.8	-0.5	-6.0	-0.5	0.1	13.0	4.6	7.6	4.6
O=c1n(-c2ccccc2)c(=O)n2n1CCC2	-7.7	0.5	-1.8	0.4	-0.1	9.1	5.1	-9.9	1.4
CN(C(=O)c1cnc2n(c1=O)CCS2)C1CCCCC1	-10.4	-0.1	·	-1.1	5.7	1.7	10.4	7.7	5.5
O=C(O)c1cc(S(=O)(=O)Nc2ccc3c(c2)OCCO3)c(Cl)cc1Cl	-7.0	0.7	-4.5	0.5	-4.3	-6.0	-17.3	·	0.6
Cc1cc(C(N)=O)c2cc(Br)ccc2n1	-0.8	-0.7	3.3	0.1	38.6*	-7.9	-17.3	26.9	1.8
Cc1cccc(OCCNc2ccc([N+](=O)[O-])cn2)c1	-1.8	-0.3	-0.2	0.0	-7.5	-11.8	0.8	-13.9	0.2
Cc1nc2ccccn2c1C(=O)OCC#N	-8.0	-0.4	0.8	-0.3	1.5	-6.3	-4.7	2.7	3.6
C=CCNC(=S)N1CCN(c2ccc([N+](=O)[O-])cc2)CC1	2.5	0.9	0.2	0.8	-1.2	0.5	-26.7	10.4	4.4
CCOc1ccc(-c2nonc2NC(=O)COc2ccc(C)c(C)c2)cc1OCC	·	0.3	-0.8	·	4.3	7.7	-24.6	-3.8	3.1
N#Cc1nc(-c2ccc(F)cc2)oc1NCc1ccccc1	-4.7	2.2	·	0.3	-2.9	-1.8	-17.6	·	7.0
CCC(=O)NC(c1ccco1)c1cc(Cl)c2cccnc2c1O (stereo not drawn)	3.8	1.7&1.8	4.0&-0.5	0.7	9.1	-4.8&4.1	-24.6&2.2	-7.2	7.9&-0.3
CCOc1cc(/C=N/NC(=O)CN2CCOCC2)ccc1OCc1ccccc1	10.3	0.1	0.5	0.6	1.3	29.7	-3.6	9.2	5.4
CCOc1ccccc1CNC(=O)CCn1ccc2cc(S(=O)(=O)N3CCCCC3)ccc21	2.9	0.4&-1.0	3.0&3.7	0.9&-2.1	16.9&6.8	8.5&13.1	8.6&-4.8	-4.4&-11.9	48.1*!
COc1ccccc1C(=O)Oc1c(Sc2ccccc2)c(C)nn1C(C)(C)C	·	0.4	-0.4	0.7	-0.3	-4.1	2.7	·	2.5
C/C=C/c1ccc(OCC(=O)OCc2csc(Nc3ccc(C)cc3)n2)c(OC)c1	·	0.6	-0.7	·	·	0.8	-3.3	-9.6	0.4

High-throughput results: PubChem BioAssay, National Center for Advancing Translational Sciences (NCATS)
